Bioassay records (PubChem BioAssay)
CHO-K1 Ca ag = counter-screen for M1 agonists: effect in parental CHO-K1 cells. 360,000 tested, 0.48% active. Fluo-8 calcium fluorescence; scaled to maximal ATP response, vehicle zero. AID 602248, 2012. activation, % at 3 µM; in the data active = activation above about 15%;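 note: untransfected CHO-K1 host cells lacking M1 receptor as counterscreen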
CHO parental Ca = ATP-evoked calcium signal inhibitors, parental CHO, primary screen, counter-screen for OX1R antagonist project, cell-based, fluorescence, Fluo-8 calcium dye; parental CHO-K1, ATP-induced calcium, Fluo-8 fluorescence; inhibition, % at 5.6 µM; 330,000 tested, 0.63% active; AID 463079, 2010;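 active = inhibition above that plate's mean sample inhibition plus 3 SD, cut at about 26% in these data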;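 note: 0% = ATP-challenged DMSO wells and 100% = DMSO wells without ATP; some compounds past the cut are filed as inactive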
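Material – parental CHO cells · Reagent – ATP stimulus · Compound – single nominal dose of 5.6 µM per compound · Detection – Fluo-8 fluorescence · Read-out basis – percent inhibition of calcium signal · Controls – ATP-challenged DMSO wells low, unchallenged DMSO wells high · Repeats – no replicates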
TAAR1 agonist = human TAAR1 agonists, primary screen, Fluo-8 calcium fluorescence, CHO RD-HGA16 cells | Trace amine-associated receptor 1 (Homo sapiens), Q96RJ0 | vehicle wells 0%, saturating PEA agonist 100% | activation, % at 3 µM | 360,000 tested, 0.99% active | AID 624467, 2012;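 active = activation above the mean activation of all test compounds in the run plus 3 SD, cut at about 38% in these data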
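Test system: RD-HGA16 (CHO) cells co-expressing Gα16 and hTAAR1 | Doses: Single dose, 3 µM | Schedule: 17-24 h seeding, 75 min 37 °C dye, 30 min RT | Evaluation: % activation from peak over basal fluorescence ratio, DMSO-to-PEA scaled | Technique: Kinetic Fluo-8 calcium fluorescence | Benchmarks: Low control DMSO, high control PEA (EC100)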
CHO-K1 Ca antag = counter-screen for M1 antagonists: effect in parental CHO-K1 cells. ATP-induced calcium, Fluo-8 fluorescence. inhibition, % at 3 µM. 360,000 tested, 0.6% active;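 active = inhibition above a per-plate cutoff, the plate's mean sample inhibition plus 3 SD, cut at about 24% in these data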;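 note: 0% = DMSO plus EC80 ATP and 100% = DMSO alone without ATP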
OXTR potentiate = human OXTR potentiators, primary screen, fluorescence, CHO-OTR cells, Fluo-8 calcium; Fluo-8 calcium fluorescence, potentiator mode; 0% = oxytocin EC15, 100% = EC100; activation, % at 3 µM; 320,000 tested, 0.061% active; AID 2445, 2010;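 active = activation above that plate's cutoff, the mean activation of tested compounds plus 3 SD, cut at about 6.6% in these data, passing the limit was not always enough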;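 note: 100% uses oxytocin at 75 nM as the full agonist control; some results filed as inactive read as strong as hits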
Target sequence (P30559 whole entry, looked up): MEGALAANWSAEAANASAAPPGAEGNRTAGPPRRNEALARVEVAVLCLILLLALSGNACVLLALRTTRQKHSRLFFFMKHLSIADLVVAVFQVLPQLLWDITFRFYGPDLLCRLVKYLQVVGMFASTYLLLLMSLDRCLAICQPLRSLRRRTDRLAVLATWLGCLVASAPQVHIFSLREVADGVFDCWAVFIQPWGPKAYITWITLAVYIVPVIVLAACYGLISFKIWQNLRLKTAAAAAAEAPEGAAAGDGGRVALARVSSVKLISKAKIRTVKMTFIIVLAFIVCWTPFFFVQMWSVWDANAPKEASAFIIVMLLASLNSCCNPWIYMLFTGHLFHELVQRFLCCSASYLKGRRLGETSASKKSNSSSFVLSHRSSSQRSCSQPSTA
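Measured by – Fluo-8 calcium dye fluorescence · Test system – human OTR in CHO cells · Dosing – one concentration, 3.0 µM compound · Controls – EC15 oxytocin alone as 0%, 75 nM oxytocin as 100% · Evaluation – normalized max/min fluorescence ratio, % activation · Timing – 6 min pre-incubation, 100 s read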
M1 ag = human M1 muscarinic receptor agonists, primary screen, Fluo-8 calcium fluorescence, CHO-K1 cells, HTS; CHO-K1 hM1, agonist mode; 0% DMSO, 100% acetylcholine EC100; activation, % at 3 µM; 360,000 tested, 0.33% active; AID 588814, 2011;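 active = activation above the run's mean compound activation plus 3 SD, cut at about 16% in these data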;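 note: peak over basal fluorescence ratio within a 140 s kinetic read after compound addition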
Target sequence (P11229 whole entry, looked up): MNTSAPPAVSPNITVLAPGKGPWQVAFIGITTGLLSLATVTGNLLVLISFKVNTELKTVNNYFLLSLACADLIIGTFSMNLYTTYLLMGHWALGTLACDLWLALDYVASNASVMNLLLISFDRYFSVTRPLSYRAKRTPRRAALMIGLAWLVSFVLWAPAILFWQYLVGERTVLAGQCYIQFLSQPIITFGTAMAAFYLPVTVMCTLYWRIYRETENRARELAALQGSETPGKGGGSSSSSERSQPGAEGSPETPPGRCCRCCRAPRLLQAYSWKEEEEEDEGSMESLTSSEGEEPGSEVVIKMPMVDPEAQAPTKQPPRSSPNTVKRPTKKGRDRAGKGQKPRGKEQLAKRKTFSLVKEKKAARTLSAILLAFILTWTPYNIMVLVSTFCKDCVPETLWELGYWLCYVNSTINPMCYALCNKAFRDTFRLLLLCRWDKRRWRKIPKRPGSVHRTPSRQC
TAAR1 antagonist = human TAAR1 antagonists, primary screen, Fluo-8 calcium fluorescence, CHO RD-HGA16 cells; 360,000 tested, 1.5% active; AID 624466, 2012; inhibition, % at 3 µM; antagonist;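 active = inhibition above a per-plate cutoff, the mean inhibition of test compounds on that plate plus 3 SD, cut at about 49% in these data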;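 note: 0% = DMSO plus EC80 beta-PEA response and 100% = DMSO alone without agonist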
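test system = CHO RD-HGA16 cells bearing hTAAR1 | replication = singlicate | controls = DMSO-only wells and EC80 β-PEA-stimulated wells | reagent = EC80 β-phenethylamine stimulus | read-out basis = percent inhibition of PEA-evoked calcium signal, max/basal emission ratio | schedule = seeding 17-24 h prior, 75-min 37 °C, 30-min RT dye loading | signal = kinetic Fluo-8 calcium fluorescence measurement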
M1 antag = human M1 muscarinic receptor antagonists, primary screen, CHO-K1 cells, Fluo-8 calcium fluorescence, 1536-well; CHO-K1 hM1, ACh EC80 antagonist; inhibition, % at 3 µM; 360,000 tested, 1.3% active; AID 588852, 2011;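 active = percent inhibition above its own plate's cutoff, namely the mean of that plate's compound wells plus 3 SD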;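 note: peak over basal fluorescence ratio during 140 s after agonist addition; 0% = ACh EC80 plus DMSO and 100% = DMSO alone without agonist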
CHO-K1 Ca PAM = nonselective calcium activators in parental CHO-K1 cells, primary screen, counter-screen for M1 PAM project, cell-based, Fluo-8 calcium fluorescence, full deck, 1536-well | ATP EC20; 0% at ATP EC20, 100% at ATP max | activation, % at 3 µM | 360,000 tested, 0.02% active;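 active = activation above the run cutoff, the mean activation of all test compounds plus 3 SD, cut at about 40% in these data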;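 note: peak over basal fluorescence ratio in a 140 s read after ATP addition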
An asterisk follows results filed as active; . = no result given.

SMILES	CHO-K1 Ca ag	CHO parental Ca	TAAR1 agonist	CHO-K1 Ca antag	OXTR potentiate	M1 ag	TAAR1 antagonist	M1 antag	CHO-K1 Ca PAM
Cc1ccccc1CN1C[C@@H]2C[C@@H](c3ccc4nsnc4c3)N3CCC[C@@]23C1=O	0.1	-19	3	-7	4	-8	-26	-27	2
O=C(COc1ccc(Cl)cc1)N(Cc1ccco1)C1CCS(=O)(=O)C1 (stereo not given)	0.8	-11	3	-8	3	-1	-32	-10	-2
O=P(NC1CCCCC1)(c1ccccc1)c1ccccc1	-0.1	.	3	-6	.	-1	-13	-12	4
Cc1nn(Cc2ccccc2)c(C)c1NC(=O)c1cccs1	0.7	-11	2	-6	-2	-8	-9	-1	24
Cn1c(SCC(=O)Nc2cccc(F)c2)nnc1-c1cc2ccccc2o1	-0.6	-15	5	-1	-5	-3	-2	-11	17
CC1=CC(c2ccccc2)NC(=S)N1 (stereo not given)	0.8	-13	1	-3	-9	-6	-7	-5	8
C/C(=N\NC(=O)c1nn(C)c(C)c1Br)c1cccc(NC(=O)c2ccoc2C)c1	0.4	-10	4	15	-9	4	-4	0	-11
CC(C)CN(C(=O)CN1CCN(c2ccccc2F)CC1)c1c(N)n(CC(C)C)c(=O)[nH]c1=O	0.3	3	3	-13	-5	-8	17	-4	23
CC(=O)c1ccc(NC(=O)CSc2nc(Nc3ccccc3)nc(N3CCOCC3)n2)cc1	2.9	-13	5	-11	-4	-3	-9	-8	12
O=C(CSc1nnc2ccccn12)NCCc1ccc(Cl)cc1	0.1	-19	2	-20	1	-1	-35	-3	23
COC(=O)c1ccc(CNCC(=O)Nc2ccc(C(=O)OC)cc2)cc1	1.0	-5	6	0	-9	-2	0	-12	20
COc1ccc(NC(=O)COc2ccc3c(c2)CCC3)cc1S(N)(=O)=O	1.0	-9	9	16	4	-3	-15	2	-15
Cc1ccc([C@@H]2CC=C(C(=O)O)CN2S(=O)(=O)c2ccccc2C)cc1	-0.2	5	7	3	3	-6	-10	-5	-1
CC(=NC1CC1)c1c(-c2ccccc2)[nH]n(-c2nc3ccccc3s2)c1=O	0.6	-10	6	-6	5	-5	0	5	12
CC(=O)n1cc(/C=N/NC(=O)c2cccc(O)c2)c2ccccc21	0.5	-16	1	8	-6	-5	21	8	-8
CCC(CO)N=CC1=C(O)CC(c2ccccc2)CC1=O (stereo not given)	0.0	-11	3	-5	-7	0	-2	-20	5
Cc1ccccc1-c1nc2ccccc2o1	0.0	-6	12	3	4	-1	-8	10	-14
Cc1cc(C(=O)COC(=O)Cc2c(F)cccc2Cl)c(C)n1C	-0.2	.	2	-2	.	-2	-11	-9	19
COc1ccc(C2c3cc4c(cc3OC(N3CCOCC3)C2C)OCO4)c(OC)c1 (stereo not given)	1.8	.	7	-22	.	3	17	2	23
Oc1cc(Nc2ccccc2)cc2cccnc12	0.1	2	7	-9	-2	-5	5	-9	4
CCS(=O)(=O)c1ccc(O)c(NC(=O)/C=C/c2ccccc2)c1	0.7	-4	2	-1	-5	-1	-11	6	-7
O=C(Nc1ccc(S(=O)(=O)N2CCCC2)cc1)C1CC(=O)N(c2ccc(F)cc2)C1 (stereo not given)	0.4	2	1	-18	-6	-9	-9	-5	17
NC(=O)c1cnc(Cc2c[nH]c3ccccc23)c(I)c1	7.7	.	3	-8	.	4	10	-1	8
CN(c1ccccc1C(=O)Nc1cccnc1)S(C)(=O)=O	0.1	-3	0	-3	-5	-3	20	5	-9
Cc1cc2c(cc1S(=O)(=O)N(C)Cc1ccccc1)OCC(=O)N2	2.8	-6	-1	-2	-9	0	10	-6	17
CCOC(=O)N1CCN(S(=O)(=O)c2ccc(C(=O)N(CCN(C)C)c3nc4c(C)cccc4s3)cc2)CC1	-0.1	-3	4	7	-3	-3	-18	-12	14
COc1cc2ncc(S(=O)(=O)c3ccccc3)c(N3CCC4(CC3)OCCO4)c2cc1OC	4.3	-21	12	5	-9	-6	33	7	-3
CCOC(=O)C1=CN(Cc2ccco2)S(=O)(=O)N(C)C1c1ccc(C(F)(F)F)cc1 (stereo not given)	-0.4	-18	-1	-10	.	-6	-13	-7	6
O=c1c(-c2ccc(O)cc2)coc2cc(O)ccc12	0.9	1	2	4	-7	15	-8	-21	-7
COc1ccc(C(=O)Nc2cc(OC)c(Cl)cc2OC)cc1	-0.2	-10	-3	-13	0	-15	-1	-4	7

An excerpt from above in order of length of the SMILES, low to high:
SMILES	CHO-K1 Ca ag	CHO parental Ca	TAAR1 agonist	CHO-K1 Ca antag	OXTR potentiate	M1 ag	TAAR1 antagonist	M1 antag	CHO-K1 Ca PAM
Cc1ccccc1-c1nc2ccccc2o1	0.0	-6	12	3	4	-1	-8	10	-14
Oc1cc(Nc2ccccc2)cc2cccnc12	0.1	2	7	-9	-2	-5	5	-9	4
O=c1c(-c2ccc(O)cc2)coc2cc(O)ccc12	0.9	1	2	4	-7	15	-8	-21	-7
CCC(CO)N=CC1=C(O)CC(c2ccccc2)CC1=O (stereo not given)	0.0	-11	3	-5	-7	0	-2	-20	5
NC(=O)c1cnc(Cc2c[nH]c3ccccc23)c(I)c1	7.7	.	3	-8	.	4	10	-1	8
Cc1cc(C(=O)COC(=O)Cc2c(F)cccc2Cl)c(C)n1C	-0.2	.	2	-2	.	-2	-11	-9	19
CCS(=O)(=O)c1ccc(O)c(NC(=O)/C=C/c2ccccc2)c1	0.7	-4	2	-1	-5	-1	-11	6	-7
COc1ccc(C2c3cc4c(cc3OC(N3CCOCC3)C2C)OCO4)c(OC)c1 (stereo not given)	1.8	.	7	-22	.	3	17	2	23
COc1cc2ncc(S(=O)(=O)c3ccccc3)c(N3CCC4(CC3)OCCO4)c2cc1OC	4.3	-21	12	5	-9	-6	33	7	-3
CCOC(=O)C1=CN(Cc2ccco2)S(=O)(=O)N(C)C1c1ccc(C(F)(F)F)cc1 (stereo not given)	-0.4	-18	-1	-10	.	-6	-13	-7	6
CCOC(=O)N1CCN(S(=O)(=O)c2ccc(C(=O)N(CCN(C)C)c3nc4c(C)cccc4s3)cc2)CC1	-0.1	-3	4	7	-3	-3	-18	-12	14

The list continues:
SMILES	CHO-K1 Ca ag	CHO parental Ca	TAAR1 agonist	CHO-K1 Ca antag	OXTR potentiate	M1 ag	TAAR1 antagonist	M1 antag	CHO-K1 Ca PAM
CCOC(=O)C1=C(C)N=c2s/c(=C\C(=O)OC)c(=O)n2C1c1ccc(OC)cc1 (stereo not given)	-0.1	-5	3	0	-6	-3	8	-9	0
COc1cc(C)ccc1OCc1cc(C(=O)NC(c2ccccn2)C(F)(F)F)no1 (stereo not given)	-0.2	.	0	35*	.	-1	-55	-10	-12
CCn1c(SCC(=O)Nc2ccc(F)cc2)nnc1-c1cnccn1	1.1	-1	2	-10	-7	-2	-22	-3	-6
CCN1CCN(C(c2cccs2)C(C)NS(=O)(=O)c2ccc(Br)cc2)CC1 (stereo not given)	0.0	-21	14	-23	-1	-14	8	12	-13
O=c1cc(O)nc(SCc2ccccc2Cl)[nH]1	0.4	-4	7	-14	-11	-4	-17	-4	13
Cn1cccc1C(=O)OCC(=O)NCCc1ccc(S(N)(=O)=O)cc1	0.5	6	2	-25	-7	-2	0	-17	31
CC/C(C)=C1\SC(N2CCN(C(C)=O)CC2)=NC1=O	-0.2	-12	8	3	-3	-3	2	-1	-8
CCCCOC(=O)CSC1=C(C#N)C(c2ccccc2OCC)C(C#N)C(=O)N1 (stereo not given)	-0.5	-6	.	3	-7	0	.	0	8
Cc1ccsc1/C=N/NC(=O)Cn1nc(C)c([N+](=O)[O-])c1C	0.4	-15	45*	-5	-6	-2	-6	-12	9
O=C(NCc1ccc2c(c1)OCO2)C(=O)NCC(c1ccco1)N1CCN(c2ccccc2)CC1 (stereo not given)	9.4	-2	7	0	-16	-4	-26	0	8
CCOC(=O)c1c(NC(=O)C2CCCO2)sc(C)c1C (stereo not given)	-0.6	-10	9	-6	-9	-5	-23	47*	3
CNC[C@H]1Oc2c(NC(=O)C3CCCCC3)cccc2C(=O)N([C@H](C)CO)C[C@@H]1C	-0.1	-1	10	-10	4	-7	3	-4	6
COc1cccc(/C=C/C(=O)c2ccc(NC3=NCCCS3)cc2)c1	3.8	-1	5	-10	-17	-12	17	10	28
COC(=O)C1=C(C)N(C)C(=O)NC1c1ccsc1 (stereo not given)	0.3	-6	7	5	-7	-7	1	7	-5
CCN(Cc1ccccc1)C(=O)C1CCN(CC2CC=CCC2)CC1 (stereo not given)	1.9	-3	1	0	0	-9	-3	0	8
CCOC(=O)C1=C(C)NC(SCc2cc(=O)[nH][nH]2)=C(C#N)C1c1cccs1 (stereo not given)	-0.1	-8	1	-16	-13	-11	-1	-5	18
COc1cc2c(cc1OC)C(Cc1cc(OC)c(OC)cc1[N+](=O)[O-])=NCC2	0.3	.	8	-5	.	-2	-23	-12	-7
Cc1onc(-c2c(F)cccc2Cl)c1C(=O)OCC(=O)N1C(C)CCCC1C (stereo not given)	-0.3	-21	5	6	-7	-8	-15	2	-4
Cc1cc(C)cc(OC(C)C(=O)Nc2ccc(S(=O)(=O)Nc3cc(C)nc(C)n3)cc2)c1 (stereo not given)	0.4	-4	.	-6	-2	-2	.	3	-2
Cc1cc(C)c2c(N)c(C(=O)NC3CCCC3)sc2n1	11	-28	1	-5	-13	-9	-3	-10	24
CCc1cc(=O)oc2cc(C)cc(OCC(=O)NCC3CCC(C(=O)O)CC3)c12 (stereo not given)	0.6	-6	0	-8	3	1	-6	-7	17
